GRK2 inh – compounds blocking aptamer binding on GRK2 – biochemical, human GRK2, bead flow cytometry, HTS, primary screen; Beta-adrenergic receptor kinase 1 (Homo sapiens), P25098; FAM-aptamer displacement from GRK2; inhibition of aptamer binding, % at 10 µM; 330,000 tested, 0.59% active;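 active means inhibition of aptamer binding above 40%, roughly 3 SD of noise, on plates passing a quality check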;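 further: median bead fluorescence of bound FAM aptamer so fluorescent compounds give negative values; no value below 0 was filed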
Target sequence (P25098 whole entry, looked up): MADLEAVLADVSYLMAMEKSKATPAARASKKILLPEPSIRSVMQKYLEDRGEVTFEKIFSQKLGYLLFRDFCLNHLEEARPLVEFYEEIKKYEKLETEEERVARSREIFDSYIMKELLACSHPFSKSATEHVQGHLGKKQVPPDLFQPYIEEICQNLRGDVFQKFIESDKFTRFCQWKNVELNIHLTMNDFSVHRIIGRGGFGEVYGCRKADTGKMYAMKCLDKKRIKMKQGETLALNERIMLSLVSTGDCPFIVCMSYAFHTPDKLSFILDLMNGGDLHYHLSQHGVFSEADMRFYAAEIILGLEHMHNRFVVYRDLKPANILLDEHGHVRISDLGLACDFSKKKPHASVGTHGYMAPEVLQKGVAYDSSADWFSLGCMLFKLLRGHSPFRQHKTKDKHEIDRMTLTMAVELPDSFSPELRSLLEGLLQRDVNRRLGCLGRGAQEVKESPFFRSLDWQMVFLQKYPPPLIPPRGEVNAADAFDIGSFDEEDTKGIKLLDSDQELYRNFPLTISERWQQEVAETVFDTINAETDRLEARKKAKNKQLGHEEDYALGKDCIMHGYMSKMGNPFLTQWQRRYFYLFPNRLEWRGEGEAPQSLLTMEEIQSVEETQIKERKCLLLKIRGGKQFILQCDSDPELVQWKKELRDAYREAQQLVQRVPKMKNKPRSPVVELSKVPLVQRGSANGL
AGP1 TOR yeast – modulators of AGP1-GFP expression in yeast TOR pathway, primary screen, cell-based, multiplex flow cytometry, S. cerevisiae, MLPCN library | GFP response vs DMSO, % at 10 µM | AID 2066, 2009 | 3 h; GFP as percent of DMSO wells | 320,000 tested, 0.02% active;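 active means GFP response relative to DMSO above a set limit, near screen average plus 3 SD, cut at about 150% in these data; inconclusive means fewer than 70 cells counted for the yeast strain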;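 further: median GFP channel fluorescence of the gated AGP1 strain per well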
Yeast superoxide – reduction of superoxide in aged yeast, primary screen, HTS; 330,000 tested, 0.18% active; S. cerevisiae aged cells, superoxide DHE fluorescence; stronger effect = lower value; superoxide response (% of plate mean), % at 10 µM;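 active means superoxide response under a set limit, about three screen SD below normal, cut at about 65% in these data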;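 further: yeast aged for seven days with compound at 30 °C before DHE staining; 100% = average MFI of all compound-treated wells on the plate with controls excluded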
GLD-1 RNA inh – GLD-1/TGE RNA complex disruptors, primary screen, biochemical, fluorescence polarization | inhibition, % at 5.96 µM | 320,000 tested, 0.44% active | purified GLD-1 + fluorescein TGE RNA;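 active means percent inhibition above a per-plate cutoff, the plate mean of test compounds plus 3 SD, cut at about 30% in these data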;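 further: 0% = DMSO wells with GLD-1 and probe and 100% = wells lacking GLD-1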
MEX-5 binding – MEX-5 zinc finger RNA-binding disruptors – biochemical, C. elegans, fluorescence polarization, MLPCN library, primary screen; Zinc finger protein mex-5 (Caenorhabditis elegans), Q9XUB2; activity score (negative = inhibition of binding), % at 10 µM; 300,000 tested, 0.38% active; MEX-5/FITC-TCR2 RNA binding; stronger effect = lower value;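 active means inhibition past about -25% in most replicates, and total fluorescence under double the plate's negative control median, limit read from the data; inconclusive means replicates evenly split on the limit, or fluorescence at least double controls; inactive means too little inhibition in most replicates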;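 further: 0% = DMSO and -100% = 5 µM competing unlabeled TCR2 RNA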
CIT2-GFP yeast – modulators of CIT2-GFP expression in yeast, primary screen, S. cerevisiae, GFP fusion, multiplex flow cytometry, MLPCN library. S. cerevisiae CIT2-GFP strain, 3 h; 100 means same as DMSO wells. GFP response vs DMSO, % at 10 µM. 320,000 tested, 0.065% active;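 active means GFP response relative to DMSO above a set limit, near the screen mean plus 3 SD, cut at about 150% in these data; inconclusive means Fewer than 70 cells measured for a yeast strain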;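 further: ratio of well median GFP fluorescence to mean of DMSO wells on the plate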
MCL1 BIM primary – inhibitors of MCL1 binding to BIM-BH3, primary screen, biochemical, fluorescence polarization; GST-MCL1 / FITC-Bim-BH3 fluorescence polarization; Induced myeloid leukemia cell differentiation protein Mcl-1 (Homo sapiens), Q07820; inhibition, % at 10.9 µM; 320,000 tested, 0.68% active;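 active means inhibition above the mean inhibition of all tested compounds plus 3 SD, set per campaign, cut at about 40% in these data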;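 further: 0% = DMSO wells and 100% = unlabeled Bim-BH3 peptide control; higher means more loss of mP so more displacement of Bim peptide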
Target sequence (Q07820 whole entry, looked up): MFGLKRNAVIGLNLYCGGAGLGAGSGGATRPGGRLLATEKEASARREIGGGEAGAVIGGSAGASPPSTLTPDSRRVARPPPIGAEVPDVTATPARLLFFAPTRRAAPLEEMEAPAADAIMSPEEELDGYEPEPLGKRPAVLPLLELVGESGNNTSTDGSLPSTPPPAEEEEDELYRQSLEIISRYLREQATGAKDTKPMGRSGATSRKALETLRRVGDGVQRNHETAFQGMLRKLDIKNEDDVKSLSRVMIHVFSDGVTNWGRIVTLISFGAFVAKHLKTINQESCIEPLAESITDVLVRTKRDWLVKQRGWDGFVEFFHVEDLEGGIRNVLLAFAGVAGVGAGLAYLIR
VLA-4 inh – inhibition in human VLA-4 binding assay, primary screen, VLA-4 allosteric modulator project, MLPCN library, flow cytometry, VLA-4 expressing cells. ligand binding flow cytometry. 330,000 tested, 0.2% active. Integrin alpha-4 (Homo sapiens), P13612. AID 2557, 2010. inhibition, % (about 7 µM as worked out from the volumes in the protocol); in the data active means inhibition above about 50%
Bcl-xL primary – inhibitors of human Bcl-xL, primary screen, biochemical, fluorescence polarization, HTS. inhibition, % at 10.9 µM. 320,000 tested, 0.7% active. AID 2129, 2009. Bcl-2-like protein 1 (Homo sapiens), Q07817. GST-Bcl-xL / FITC-Bim BH3 peptide fluorescence polarization;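 active means inhibition above the mean of all tested compounds plus 3 SD, cutoff set per campaign, cut at about 30% in these data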;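 further: 0% = DMSO wells and 100% = unlabeled Bim-BH3 peptide competitor; inhibitors lower millipolarization by displacing the labeled peptide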
Starred values were filed as active, the others as inactive; ? = inconclusive; nt = no result given; & = joins results of further samples.

SMILES,GRK2 inh,AGP1 TOR yeast,Yeast superoxide,GLD-1 RNA inh,MEX-5 binding,CIT2-GFP yeast,MCL1 BIM primary,VLA-4 inh,Bcl-xL primary
COC(=O)C1=C(NC(=O)c2ccc(C)c(C)c2)CCS1,1,99,100,2,nt,97,-5,-5,-6
COc1ccccc1C(CNC(=O)C(C)Oc1ccc(Br)cc1)N1CCCC1 (centres undefined),0,96,100,-2,1.0,98,3,1,2
Cn1c(=O)[nH]c(=O)c2c1nc(CN1CCN(c3ccc(F)cc3)CC1)n2CCCc1ccccc1,5,106,93,4,nt,105,11,2,4
Clc1ccc2nsnc2c1NC1=NCCN1,0&0,89&103,97&92,6&10,2.5,82&98,-6&2,0&38,9&1
O=C1OCCC1Sc1nnc(-c2ccc3c(c2)OCO3)n1-c1ccccc1 (centres undefined),1,99,103,0,-0.2,100,-8,-3,-6
CN(CC(=O)Nc1cccc(F)c1)C(=O)C1CC(=O)N(CCc2ccccc2)C1 (centres undefined),0,104,100,5,2.0,108,-2,-1,2
Cc1ccc(C)c(COC(=O)c2cc(S(=O)(=O)N3CCCCC3)ccc2N2CCOCC2)c1,3,116,111,5,1.3,95,-11,3,1
CCOc1ccc(N(CC(=O)NCCCOC)S(C)(=O)=O)cc1,0,98,114,-3,-1.4,96,-7,20,-9
CC(=O)N1CCN(c2ccc(NCc3cccc(C)c3)cc2)CC1,0,99,95,-1,nt,101,20,-8,17
Cc1c(NC(=S)NC(=O)COc2ccccc2)c(=O)n(-c2ccccc2)n1C,0,98,76,-1,-0.1,108,9,1,3
O=C(Cn1cnc2c(nc3n2CCCCC3)c1=O)Nc1cccc(C(F)(F)F)c1,0,95,79,8,-1.6,96,-6,12,-1
CCn1ncc(Br)c1C(=O)Nc1ccc(OC(F)(F)F)cc1,0,94,105,0,-0.4,97,-1,14,3
CCNC(=O)Nc1cc2nc(C)n(Cc3ccc(Br)cc3)c2nc1C,4,107,102,-4,0.4,101,-5,17,0
CC1CCCCN1Cc1ccc(N)cc1 (centres undefined),2,97,97,5,0.3,nt,7,15,5
COCCNC(=O)c1ccc(N(C)S(=O)(=O)c2ccc(OC)c(OC)c2)cc1,0,112,94,-3,0.3,99,-5,7,1

Reprinted from the part before: five entries; new compounds follow.
SMILES,GRK2 inh,AGP1 TOR yeast,Yeast superoxide,GLD-1 RNA inh,MEX-5 binding,CIT2-GFP yeast,MCL1 BIM primary,VLA-4 inh,Bcl-xL primary
O=C(Cn1cnc2c(nc3n2CCCCC3)c1=O)Nc1cccc(C(F)(F)F)c1,0,95,79,8,-1.6,96,-6,12,-1
CCn1ncc(Br)c1C(=O)Nc1ccc(OC(F)(F)F)cc1,0,94,105,0,-0.4,97,-1,14,3
CCNC(=O)Nc1cc2nc(C)n(Cc3ccc(Br)cc3)c2nc1C,4,107,102,-4,0.4,101,-5,17,0
CC1CCCCN1Cc1ccc(N)cc1 (centres undefined),2,97,97,5,0.3,nt,7,15,5
COCCNC(=O)c1ccc(N(C)S(=O)(=O)c2ccc(OC)c(OC)c2)cc1,0,112,94,-3,0.3,99,-5,7,1
CCOc1ccccc1N=C1NC(=O)CS1,0,108,86,0,-0.7,89,-5,-30,-2
COc1ccc2c3n([n+]([O-])c2c1)CCN=C3c1ccc(Cl)cc1,1,109,84,5,nt,101,5,-12,8
Cc1ccccc1C(=O)c1cccn1CC(=O)NCc1ccccc1Cl,2,109,104,7,-1.2,105,1,10,2
CCC(OC(=O)c1nsc(Cl)c1Cl)C(=O)NC(C)(C)CC (centres undefined),0,98,88,-2,-0.3,95,9,21,7
COC(=O)CCC(=O)Nc1ccc(S(=O)(=O)N2CCCCCC2)cc1,2,104,95,1,-3.4,110,-1,9,0
Cc1cc(C)c2[nH]c(=O)c(C(c3nnnn3CC3CCCO3)N3CCC(C)CC3)cc2c1 (centres undefined),0,98,99,2,-3.1,94,5,-1,10
COC(=O)c1c(C(=O)NCc2ccccc2)ncn1CC(O)COc1ccccc1 (centres undefined),1,101,94,-1,3.1,102,5,-5,2
CCN(C(=O)c1ccc2c(c1)OCO2)C1CCS(=O)(=O)C1 (centres undefined),1,98,108,-5,-1.1,97,4,3,6
COCc1c(C(=O)N/N=C\c2cccnc2)nnn1-c1nonc1N,0,101,96,2,-10,103,14,-6,6
COc1cccc(CNC(=O)c2cccc(NC(=O)CC3SC(N4CCCCC4)=NC3=O)c2)c1 (centres undefined),0,109,82,1,nt,107,-4,3,-3
Cc1ccc(N/C=C(/C#N)c2ccsc2)cc1,0,81,86,0,1.2,97,-6,-10,1
COc1ccc(/C=C2\N=C(c3c(-c4ccccc4)noc3C)OC2=O)cc1OC,1,98,87,4,5.2,93,7,1,6
CCOc1ccc2[nH]c(=O)c(C(c3nnnn3C3CCCCC3)N3CCN(C)CC3)cc2c1 (centres undefined),0,101,130,-8,nt,98,-13,5,-9
CC(C(=O)N=Nc1c(O)n(C)c2ccc(Br)cc12)n1cnc2ccccc2c1=O (centres undefined),8,97,89,5,0.2,100,3,-18,4
CN1CCN(Cc2c(O)ccc3c(-c4ccccc4)cc(=O)oc23)CC1,3,103,108,11,-0.5,100,8,0,5

(continued)
SMILES,GRK2 inh,AGP1 TOR yeast,Yeast superoxide,GLD-1 RNA inh,MEX-5 binding,CIT2-GFP yeast,MCL1 BIM primary,VLA-4 inh,Bcl-xL primary
CC(=O)c1ccc(Nc2ncnc3c2oc2ccccc23)cc1,0,89,105,3,-0.6,98,2,4,7
CN(C(=S)NC(=O)C1(C)CC1(Cl)Cl)c1ccccc1 (centres undefined),0,96,91,-1,-1.0,92,10,7,2
CCN(CC(=O)Nc1ccccc1C(F)(F)F)C(=O)c1cccc(S(=O)(=O)N2CCN(C)CC2)c1,2,85,122,6,3.3,80,-3,0,-8
O=C(CCS(=O)(=O)Cc1ccccc1)N1CCc2ccccc2C1,2,nt,90,6,0.6,108,9,3,4
CC(=O)Nc1cc(S(=O)(=O)C(F)(F)F)ccc1Cl,0,102,104,-7,-0.2,95,-11,-11,-2
O=C(Nc1cc(Br)ccc1O)c1cnn2c(C(F)F)cc(C3CC3)nc12,0,92,101,7,-0.5,93,0,0,2
COc1ccc(CC(=O)Nc2nc(-c3cc(OC)ccc3OC)cs2)cc1,0,94,95,7,0.6,99,-3,5,2
Cc1ncc([N+](=O)[O-])n1Cc1cccc(F)c1,0,115,114,2,-0.6,108,0,0,2
CCOC(=O)N1CCC(NC(=O)c2ccc3c(c2)N(Cc2ccccc2)CCS3)CC1,1,103,100,1,-0.2,92,-1,5,1
COc1ccc(S(=O)(=O)Nc2cccc(-c3ccc(N4CCCCCC4)nn3)c2)cc1OC,0,98,115,5,3.6,105,1,-3,2
O=C(COC(=O)c1cncc(Br)c1)NCc1ccc(Cl)cc1,6,102,106,1,1.2,89,-3,7,2
C[C@@H](C(=O)Nc1ccc2ccccc2c1)[C@H]1C[C@]1(C)[C@H](NC(=O)OCc1ccccc1)c1ccccc1,0,87,90,1,-0.5,82,-5,8,-3
CN(C)C(=O)c1cccc(-c2csc(N3CCC(C(N)=O)CC3)n2)c1,0,nt,115,2,nt,nt,nt,0,nt
CCc1nc(SCC(=O)Nc2nnc(CC)s2)c2c(=O)n(C)c(=O)n(C)c2n1,1,93,88,-1,-4.5,nt,3,0,2
O=C1CNC(=S)N1CCOc1ccccc1,0,107,105,-17,-0.6,96,-9,-13,-3

Random excerpt: 3 compounds from above.
SMILES,GRK2 inh,AGP1 TOR yeast,Yeast superoxide,GLD-1 RNA inh,MEX-5 binding,CIT2-GFP yeast,MCL1 BIM primary,VLA-4 inh,Bcl-xL primary
CC(=O)c1ccc(Nc2ncnc3c2oc2ccccc23)cc1,0,89,105,3,-0.6,98,2,4,7
CC(=O)Nc1cc(S(=O)(=O)C(F)(F)F)ccc1Cl,0,102,104,-7,-0.2,95,-11,-11,-2
CN(C(=S)NC(=O)C1(C)CC1(Cl)Cl)c1ccccc1 (centres undefined),0,96,91,-1,-1.0,92,10,7,2

More entries follow.
SMILES,GRK2 inh,AGP1 TOR yeast,Yeast superoxide,GLD-1 RNA inh,MEX-5 binding,CIT2-GFP yeast,MCL1 BIM primary,VLA-4 inh,Bcl-xL primary
CCn1cc(C(=O)NCCC(C)C)c(=O)c2cc(S(=O)(=O)N3CCCCC3)ccc21,2,77,112,3,0.0,85,0,3,-1
COc1cc(C(=O)NCc2nnc(SCC(=O)Nc3c(C)cc(C)cc3C)o2)cc(OC)c1OC,0,91,108,1,nt,93,2,3,4
Cc1noc(C)c1S(=O)(=O)NCc1ccc2c(c1)OCO2,2,101,97,8,-0.7,101,-4,7,-2
O=C1c2ccccc2C(=O)C1(CO)c1ccc(OC(F)F)cc1,0,91,95,4,1.1,107,7,7,8
O=C(NCC(=O)N1CCN(c2ccccc2O)CC1)c1cccs1,0,89,112,7,0.8,81,0,10,2
Cn1cc(Br)c(C(=O)N2CCc3ccccc32)n1,4,107,97,8,0.2,107,1,1,-3
Cc1ccc(S(=O)(=O)N2CCC(C(=O)Nc3ccncc3)CC2)cc1,0,113,109,2,0.3,107,-4,5,4
CC(C)(C)C(=O)NC(=S)N1CCc2ccccc21,3,110,99,-4,1.1,103,0,-2,2
CN(Cc1ccccc1)c1ncnc2sccc12,0,93,91,3,0.0,97,-4,-3,0
COc1ccccc1NS(=O)(=O)c1cccc(NC(=O)NCCCl)c1,0,100,80,4,1.6,95,6,15,6
CSCC[C@H](NC(=O)[C@@H]1Cc2ccccc2CN1)C(=O)NC1CCCC1,0,99,107,7,-2.0,98,-3,21,1
Cc1nn(C)c(Cl)c1S(=O)(=O)N[C@@H](c1ccccc1)[C@]1(C)C[C@H]1[C@@H](C)C(=O)Nc1ccc2ccccc2c1,2,91,107,6,nt,101,11,30,10
COc1cc(SC)ccc1C(=O)Nc1ccc(C)cc1,1,83,107,3,-1.2,87,-7,13,-2
CCNc1oc(COc2ccccc2F)nc1C#N,0,91,102,5,-2.7,84,2,10,9
Brc1ccccc1-c1nnc(COc2ncnc3ccccc23)o1,0,99,114,3,?,98,-2,-3,4
CCCCn1c(C23CC4CC(CC(C4)C2)C3)n[nH]c1=S,1,98,105,-1,3.3,103,-18,11,-15

Assay outcomes (PubChem)
